SIAE primary = human SIAE inhibitors, primary screen, biochemical, fluorescence polarization, FP-Rh probe, 1536-well HTS; Sialate O-acetylesterase (Homo sapiens), Q9HAT2; SIAE FP-Rh probe binding; inhibition, % at 9.66 µM; 370,000 tested, 0.69% active;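 active = inhibition above a cutoff: mean of compounds within the control limits plus 3 SD of those, cut at about 17% in these data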;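 note: 0% = plate median of compound wells and 100% = probe without SIAE protein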
ABHD4 inh = ABHD4 inhibitors, primary screen, biochemical, fluorescence polarization, mouse; (Lyso)-N-acylphosphatidylethanolamine lipase (Mus musculus), Q8VD66; purified mABHD4, FP-Rh probe fluorescence polarization; inhibition, % at 8.92 µM; 370,000 tested, 0.54% active; AID 720543, 2013;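 active = inhibition exceeding the mean over every tested compound plus 3 SD, cut at about 30% in these data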;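 note: 0% = plate median of compound wells and 100% = S159A mutant with DMSO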
Target sequence (Q8VD66 whole entry, looked up): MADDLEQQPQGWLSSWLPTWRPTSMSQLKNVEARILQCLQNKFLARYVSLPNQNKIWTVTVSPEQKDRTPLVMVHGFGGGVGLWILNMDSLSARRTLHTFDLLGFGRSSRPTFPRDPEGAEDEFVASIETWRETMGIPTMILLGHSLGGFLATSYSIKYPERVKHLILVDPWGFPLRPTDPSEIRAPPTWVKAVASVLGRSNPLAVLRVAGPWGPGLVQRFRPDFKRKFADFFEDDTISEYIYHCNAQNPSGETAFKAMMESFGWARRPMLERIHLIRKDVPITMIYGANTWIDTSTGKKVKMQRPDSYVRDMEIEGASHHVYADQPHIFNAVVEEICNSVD
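Doses – 8.92 µM, single dose · Material – wild-type mouse ABHD4 protein · Replication – single well per compound (singlicate) · Measure – percent inhibition of probe binding, normalized to plate controls · Schedule – 45 min compound pre-incubation plus 60 min probe step, 25 °C · Detection – fluorescence polarization with parallel and perpendicular emission, 525/598 nm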
TCR-CD3 inh = inhibitors of human TCR-CD3 interaction, primary screen, biochemical, fluorescence, TAMRA-labeled TCR probe. inhibition, % at 9.4 µM. 360,000 tested, 0.37% active. T-cell receptor (TCR); in the data active = inhibition above about 19%;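 note: recombinant mutant TCR 2C K166C tagged with TAMRA read by polarization; 0% = receptor in buffer alone and 100% = receptor with positive control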
PRMT1 FP inh = PRMT1 methyltransferase inhibitors, primary screen, biochemical, fluorescence polarization; recombinant PRMT1, activity-based probe fluorescence polarization; inhibition, % at 2.79 µM; 370,000 tested, 1.3% active; AID 652257, 2013;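 active = inhibition above about 21% made by adding two undisclosed values, limit read from the data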
Target sequence (Q99873 whole entry, looked up): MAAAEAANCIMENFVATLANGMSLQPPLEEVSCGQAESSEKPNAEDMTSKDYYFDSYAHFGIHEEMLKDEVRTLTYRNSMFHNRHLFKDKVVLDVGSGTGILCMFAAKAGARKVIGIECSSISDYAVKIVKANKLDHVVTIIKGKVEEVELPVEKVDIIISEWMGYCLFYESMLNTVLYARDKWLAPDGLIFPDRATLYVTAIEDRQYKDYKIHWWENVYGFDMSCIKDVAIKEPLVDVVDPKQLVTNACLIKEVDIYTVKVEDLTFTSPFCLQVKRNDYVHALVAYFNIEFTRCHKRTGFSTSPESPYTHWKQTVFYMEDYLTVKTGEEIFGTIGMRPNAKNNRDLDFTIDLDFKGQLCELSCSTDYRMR
TDP2 absorb = human TDP2 enzyme inhibitors, primary screen, biochemical, epi absorbance, recombinant enzyme. Tyrosyl-DNA phosphodiesterase 2 (Homo sapiens), O95551. T5PNP hydrolysis, p-nitrophenol absorbance 415 nm. inhibition, % at 12.8 µM. 370,000 tested, 0.34% active. AID 720702, 2013;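 active = inhibition above the mean of all tested compounds plus 3 SD, set per campaign, cut at about 25% in these data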;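 note: 0% = DMSO with enzyme and 100% = buffer with substrate but no TDP2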
Target sequence (O95551 whole entry, looked up): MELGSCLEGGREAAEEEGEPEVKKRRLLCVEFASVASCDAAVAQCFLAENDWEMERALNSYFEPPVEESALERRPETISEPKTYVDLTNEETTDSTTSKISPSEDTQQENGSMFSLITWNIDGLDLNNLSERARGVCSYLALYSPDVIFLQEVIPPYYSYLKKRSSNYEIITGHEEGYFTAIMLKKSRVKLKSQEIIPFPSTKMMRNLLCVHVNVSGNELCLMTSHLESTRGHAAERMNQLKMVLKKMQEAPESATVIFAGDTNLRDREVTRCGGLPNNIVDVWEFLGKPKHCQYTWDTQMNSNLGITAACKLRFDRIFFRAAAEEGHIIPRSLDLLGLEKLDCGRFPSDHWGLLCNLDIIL
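Incubation: 2 h at 37 °C; Test system: recombinant human TDP2; Quantity: enzyme 120 nM; Read-out basis: percent inhibition; Medium: 50 mM Tris-HCl pH 7.5 with Mg2+, KCl, DTT, BSA; Repeats: single replicate; Compound: 12.8 µM single point, 1% DMSO; Signal: epi absorbance; Reagent: 5 mM T5PNP chromogenic substrate; Benchmarks: no-enzyme high, DMSO-plus-enzyme low.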
HTRA1 inhibitor = HTRA1 serine protease inhibitors, primary screen, biochemical, fluorescence polarization, HTS; recombinant HTRA1, FP-rhodamine activity-based probe; inhibition, % at 5.96 µM; 340,000 tested, 0.5% active; in the data active = inhibition above about 36%;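 note: 0% = enzyme with DMSO and 100% = wells lacking enzyme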
NR1D1 modulator = modulators of Rev-erb alpha DNA binding, primary screen, biochemical, FITC-DNA, fluorescence polarization, uHTS; Nuclear receptor subfamily 1 group D member 1 (Homo sapiens), P20393; Rev-erbα–FITC-DNA binding, 90 min; activity, % at 10 µM; 370,000 tested, 0.79% active;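 active = activity above about 14%, limit read from the data; passing the limit was not always enough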;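 note: 0% = DMSO wells with 35 nM protein and 100% = DMSO wells with 750 nM protein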
PG9 binder = binders of HIV-1 gp120 antibody PG9, primary screen, biochemical, TR-FRET; HIV-1 gp120 / PG9 antibody interaction; TR-FRET gp120-PG9 antibody binding; inhibition, % at 6.7 µM; 360,000 tested, 0.43% active; AID 624416, 2012; in the data active = inhibition above about 8.5%
LEDGF integ inh = blockers of LEDGF/p75-dependent integrase strand transfer – biochemical, TR-FRET, high throughput, primary screen; TR-FRET IN-LEDGF/p75 DNA integration, Eu/Cy5; inhibition, % at 3.7 µM; HIV-1 integrase (with human LEDGF/p75); 370,000 tested, 0.64% active; AID 743269, 2014;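 active = inhibition above the screen-wide mean plus 3 SD, cut at about 13% in these data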;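 note: signal is the Cy5 over europium emission ratio at 671 and 618 nm; 0% = plate median of compound wells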
rCAG RNA binder = binders of r(CAG) RNA repeats, primary screen, biochemical, fluorescence | r(CAG) RNA repeat, TO-PRO-1 dye displacement fluorescence | inhibition, % at 3 µM | 370,000 tested, 1.3% active | AID 651821, 2012;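 active = inhibition above the plate cutoff, the mean of all test compounds on that plate plus 3 SD, cut at about 35% in these data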;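 note: 0% = DMSO alone and 100% = 100 µM mitoxantrone as full dye displacement; higher means more dye released from RNA so lower well fluorescence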
* = called active by the depositor; . = not tested or not shown. Some of the compounds tested, so the mix of outcomes need not match the whole.

no.	molecule	rCAG RNA binder	TDP2 absorb	TCR-CD3 inh	PG9 binder	NR1D1 modulator	SIAE primary	LEDGF integ inh	ABHD4 inh	PRMT1 FP inh	HTRA1 inhibitor
1	CCC1CN(C(=O)NCc2ccccc2)c2ccccc2O1 (configuration not stated)	-1	-5	5	-0.9	4	-3	-2	-1	-2	-6
2	COc1cc(CN2CCN(CCCc3ccccc3)CC2CCO)cc(OC)c1 (configuration not stated)	-13	-12	0	-0.7	-9	10	0	-3	-8	8
3	O=C(CSc1nnc(NC(=O)C2CC2)s1)NCc1ccccc1	1	-7	3	-0.6	2	4	-6	-8	10	1
4	CC1(C)CC(=O)c2c(O)c(-c3ccccc3)c(=O)n(-c3ccccc3)c2C1	-1	-1	1	0.1	-5	-2	-1	-1	0	-1
5	O=C(Nc1ccnn1C1CCN(C(=O)c2ccc(F)cc2)CC1)C1CCOC1 (configuration not stated)	-2	0	-7	-0.8	-6	-5	-6	4	4	5
6	CSc1sc(C(=O)NCC2CC2)c(-c2cccs2)c1C#N	-7	11	1	-1.7	3	0	4	1	-3	.
7	CC(C)COc1ccc(C(=O)Nc2ccc(NC(=O)c3ccco3)c(Cl)c2)cc1	1	-10	2	2.2	8	-4	0	1	-2	-4
8	O=C(CC1CCCCC1)Nc1ccc(-c2ccc3nncn3n2)cc1	-1	-14	-3	-1.4	4	2	2	0	-9	-2
9	COc1cc(/C=C/C(=O)n2cnc3ccccc32)cc(OC)c1OC	.	-7	.	.	11	-4	-3	-5	5	.
10	S=c1nc[nH]c2c1sc1nc(-c3ccccc3)c3c(c12)CCCC3	21	4	3	-0.1	16	2	2	-5	-1	-8
11	CCS(=O)(=O)c1nc(S(=O)(=O)c2ccc(Cl)cc2)c(NCCCN2CCOCC2)s1	-6	5	8	-1.4	8	-4	3	-3	-6	3
12	CCOCc1nnc(NC(=O)c2ccc3c(c2)OCO3)s1	-5	-6	0	1.5	-5	-6	-1	-9	2	-2
13	COc1ccc(NC(=O)CCS(=O)(=O)c2cccc3nonc23)c(OC)c1	3	10	2	2.3	-1	0	1	3	-1	3
14	CCOC(=O)CNC(=O)COc1coc(CN2CCN(c3ccccc3)CC2)cc1=O	-4	5	5	-2.1	-2	-4	-1	0	2	-1
15	CC(=O)c1ccc(N=Nc2c(C)[nH][nH]c2=O)cc1	-2	-12	-2	-9.6	15	1	1	0	-7	0
16	Cc1ccccc1-c1nnc(SCCOc2ccc3c(C)cc(=O)oc3c2)o1	-1	-4	-3	0.1	0	0	4	-3	0	0
17	COc1ccc(-c2ccc(-c3nnn(CC(=O)N4CCOCC4)n3)cc2)cc1	0	10	2	-1.0	-1	-7	3	-3	2	6
18	Cn1c(N)c(C(=O)c2ccc(Oc3ccccc3)cc2)c(=O)n(C)c1=O	-6	1	7	-0.9	-1	-2	0	-2	-2	0
19	COc1ccc(S[C@]2(C(=O)N3CCN(c4ncccn4)CC3)CC(=O)N(P(=O)(OC)OC)[C@@H]2c2ccc(OC)cc2)cc1	2	9	.	.	11	-6	6	3	12	.
20	CCOC(=O)N1CCN(C(=O)COC(=O)CNC(=O)c2ccc(OCC)c(OCC)c2)CC1	-7	0	0	0.6	-6	-2	4	-1	-2	-6
21	CC(NC(=O)CCn1ccc2cc(S(=O)(=O)N3CCCC3)ccc21)c1ccccc1 (configuration not stated)	2	5	1	-1.9	4	-4	-2	-4	2	0
22	CCNC(=S)N(CCN(CC)CC)Cc1cc2cc3c(cc2[nH]c1=O)OCCO3	4	-8	-2	-0.9	3	5	-1	7	-2	6
23	O=C(CNC(=O)c1ccc(Br)o1)Nc1cccc(S(=O)(=O)N2CCOCC2)c1	8	-11	-10	-1.1	2	1	-4	0	8	4
24	CCOC(=O)c1nn(-c2ccccc2C)c(=O)cc1OCC(=O)N1CCN(c2ccccc2)CC1	-8	-5	9	1.4	-3	-6	-2	-1	2	1
25	COc1ccc2c(c1)[C@H]1[C@H](CO2)[C@H](c2ccccc2)[C@]2(C)C(=O)Nc3ccc(Cl)cc3C(=O)N12	10	4	6	-0.5	0	-68	-3	-57	-3	-57
26	COC(=O)N/N=C/c1cc(OC)c(O)c([N+](=O)[O-])c1	0	0	6	-15	1	5	0	2	-1	-2
27	CC(C)N(Cc1nc2ccccc2c(=O)[nH]1)C(=O)c1ccc(NC(=O)CSc2nnnn2C)cc1	4	8	-2	-0.9	2	18*	-2	0	-1	-4
28	COc1ccc(/C=N/NC(=O)c2nc(Cl)c(Cl)c(N)c2Cl)cc1COc1ccccc1F	10	-8	4	1.6	5	-7	1	-4	-2	-32
29	COc1ccc(CN2CCOCC2)cc1	3	-3	0	0.7	0	-6	-2	-3	2	-1
30	CCc1ccc([C@@H]2C[C@H]3CN(Cc4ccccc4OC)C(=O)[C@]34CCCN24)cc1	-4	-2	-2	-2.3	53*	-2	1	-5	0	-13
31	CCOc1ccc(-n2nc3c(=S)[nH]nc(C)c3c2C)cc1	1	7	-6	42*	4	0	-1	6	5	4
32	CC1CCC(C(C)C)C(OCC(O)C[N+]2(C)CCCCC2)C1 (configuration not stated)	-1	-18	-7	0.8	-7	2	-1	-4	1	2
33	Cc1cccc(N2CCN(C(=O)C3CCC(=O)N(Cc4ccccc4F)C3)CC2)c1C (configuration not stated)	-7	2	8	1.5	2	-5	-2	6	0	2
34	COc1ccccc1NC(=O)NCC1CC1(Cl)Cl (configuration not stated)	-1	-8	1	-2.3	2	-2	3	-4	0	7
35	Cc1cccc(NC2=C(NCCO)C(=O)c3ccccc3C2=O)c1	-3	58*	10	-24	0	13	20*	14	1	27
36	O=C(C1CCN(S(=O)(=O)c2ccc(Cl)c(C(F)(F)F)c2)CC1)N1CCC1	2	6	-10	-1.3	-2	5	-2	-6	-2	9
37	CCCCn1c(N)c(N(CC)C(=O)Cc2ccc(S(=O)(=O)N3CCOCC3)s2)c(=O)[nH]c1=O	-5	-2	-1	1.1	-6	-7	-2	0	-1	-3
38	O=C(Nc1ccc2c(c1)OCO2)c1cnc2n(c1=O)CCS2	1	-8	-10	1.6	-1	-3	-1	-7	6	4
39	CCC(C)n1c(SC(C)C#N)nc2ccccc2c1=O (configuration not stated)	-4	-4	5	-3.2	6	-4	-1	-16	-1	-12
40	CC1Sc2ccc(C(=O)NCc3ccccc3Cl)cc2NC1=O (configuration not stated)	1	5	-2	0.8	-10	0	1	2	2	-9
41	Cc1c(C(=O)C(=O)NCc2ccco2)c2ccccc2n1C	-1	-3	4	-1.0	2	-5	0	1	-3	3
42	O=C(O)c1ccc(CSc2nnnn2-c2ccc(F)cc2)cc1	2	7	6	-1.7	6	-6	-5	-2	-6	-1
43	COCCN(CC(=O)Nc1ccccc1C(F)(F)F)C(=O)/C=C/c1ccc2ccccc2n1	2	12	5	-0.4	-7	-4	2	8	5	-1
44	N#Cc1cn(-c2cccc(C(F)(F)F)c2)c(=O)[nH]c1=O	4	-16	1	-4.1	-1	-1	2	-9	-3	10
45	CC(CCCC(C)(C)O)NC(=O)c1ccc2oc(CCc3ccccc3)nc2c1 (configuration not stated)	-10	-13	-6	0.7	0	4	-5	-15	5	0
46	O=C(Nc1ccc2c(c1)CCC2)c1cc(F)cc(F)c1	1	2	8	-1.0	-2	-3	-1	-9	-2	-23
47	COC(=O)c1ccccc1S(=O)(=O)N1CCC(C(=O)OCC(=O)NC2CCCCC2C)CC1 (configuration not stated)	-2	-22	9	-2.5	-3	-9	1	-6	-2	4
48	O=C(ONC1=NCCCCC1)c1cccc([N+](=O)[O-])c1	-1	4	4	0.1	3	3	3	0	0	8
49	CCOC(=O)CSc1nc2ccc(N3CCOCC3)cc2c(=O)n1Cc1ccccc1	9	6	6	-3.0	0	8	3	15	2	1
50	Cc1ccc(S(=O)(=O)N2CC3CCCN3c3ccc(C(F)(F)F)cc32)cc1 (configuration not stated)	0	-8	10	0.6	8	0	-3	-2	1	2

Next results
no.	molecule	rCAG RNA binder	TDP2 absorb	TCR-CD3 inh	PG9 binder	NR1D1 modulator	SIAE primary	LEDGF integ inh	ABHD4 inh	PRMT1 FP inh	HTRA1 inhibitor
51	CCN(CC)C(=O)c1cc2cc([N+](=O)[O-])ccc2s1	-5	7	-6	0.2	-4	5	2	-6	-1	-6
52	COc1ccc(S(=O)(=O)Cc2ccc(C(=O)N3CCN(c4ccccc4F)CC3)o2)cc1	4	-15	3	-1.0	12	9	2	-5	-4	-4
53	Cc1cc(NC(=O)c2cc(-c3ccccc3C)nc3ccccc23)no1	4	0	4	-0.3	0	3	-1	-8	0	-26
54	CN1/C(=C\C(=O)COC(=O)c2ccc(O)c(O)c2)C(C)(C)c2ccccc21	11	-2	-4	1.9	0	-30	-4	-13	4	.
55	COc1cccc(-c2c(C(=O)N/N=C/c3cccnc3)nnn2-c2nonc2N)c1	0	11	6	-2.0	-2	-1	0	3	0	-9
56	CC1(C(=O)NS(C)(=O)=O)CCN1C(=O)Cc1ccc(Cl)cc1Cl (configuration not stated)	2	4	2	1.1	-4	3	-2	5	3	.
57	O=C(C[C@H]1C(=O)N(Cc2cccnc2)C[C@@H]1Cc1ccccc1)Nc1ccc(Br)cc1	5	5	0	-0.2	7	-1	3	-3	-5	-7
58	C[C@@H]1OCN(C)[C@H]2C[C@H]3c4[nH]c5cccc(-c6cccc(F)c6)c5c4CCN3C(=O)[C@@H]12	3	-1	.	.	1	5	-4	5	0	.
59	CCOC(=O)N1CCN(C(=O)CS(=O)Cc2nc(-c3ccc(C)cc3)oc2C)CC1 (configuration not stated)	2	2	-3	-1.9	-1	5	2	-4	-4	0
60	COc1ccc(C(=O)N2CCCC2)cc1S(=O)(=O)N1CCC(C)CC1	1	-13	-4	-0.3	3	-7	-1	-7	-1	-3
61	COc1ccccc1-n1c(C)cc(C=O)c1C	1	0	2	-3.1	1	3	-1	0	0	0
62	CC(=Nc1ccc(C)c(C)c1)C1=C(O)CSC1=O	9	-3	-1	-1.4	0	-4	0	14	3	9
63	O=C(Nc1ncc(Cc2cc(Cl)ccc2Cl)s1)c1ccc([N+](=O)[O-])cc1	2	5	-2	2.1	-4	0	0	5	2	-10
64	COC(=O)C1=C(C)NC(=S)NC1/C=C/c1ccccc1 (configuration not stated)	3	1	-2	-0.7	0	1	-4	2	3	-1
65	N#Cc1ccc(Cl)cc1NC(=O)COC(=O)c1cccc(S(=O)(=O)N2CCOCC2)c1	4	3	9	0.5	3	-15	0	0	0	-1
